High-throughput results: PubChem BioAssay, Sanford-Burnham Center for Chemical Genomics
UBC13 polyUb: human UBC13 polyubiquitination inhibition; P61088; UBC13 polyubiquitin chain formation, TR-FRET; inhibition, % at 20 µM; 0.47% of 330,000 active; in the data active = inhibition above about 45%, passing the limit was not always enough
Target sequence (P61088 whole entry, looked up): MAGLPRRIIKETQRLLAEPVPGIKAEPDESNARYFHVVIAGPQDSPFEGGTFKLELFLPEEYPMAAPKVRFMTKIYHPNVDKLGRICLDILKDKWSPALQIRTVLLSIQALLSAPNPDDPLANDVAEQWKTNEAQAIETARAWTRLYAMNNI
Apaf1 inhib: inhibitors of human Apaf-1 apoptosome; O14727; reconstituted apoptosome caspase-3 activity, DEVD-Rh110 fluorescence; inhibition, % at 20 µM; 0.71% of 330,000 active; AID 489030; active = inhibition of at least 40% at 20 µM;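 note: plate controls were DMSO wells for no effect and DEVD-CHO caspase inhibitor wells for full effect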
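Material: reconstituted apoptosome with Apaf-1, cytochrome c, caspase-9, procaspase-3, dATP; medium: pH 7.5 Hepes buffer with CHAPS, BSA, DTT; also added: cytochrome c and DEVD-Rh110 substrate; timing: 30 min plus 50 min, RT; signal: Rh110 fluorescence intensity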
Jurkat NFkB inh: inhibitors of the PMA/ionomycin-induced NF-kB reporter in Jurkat cells | PMA/ionomycin-induced NF-kB luciferase reporter, luminescence | inhibition, % at 4 µM | 0.53% of 330,000 active
SENP8 inh: inhibitors of human SENP8 protease; Q96LD8; purified SENP8, Z-RLRGG-aminoluciferin cleavage, luminescence; 1.2% of 330,000 active; inhibition, % at 10 µM; AID 2540
Target sequence (Q96LD8 whole entry, looked up): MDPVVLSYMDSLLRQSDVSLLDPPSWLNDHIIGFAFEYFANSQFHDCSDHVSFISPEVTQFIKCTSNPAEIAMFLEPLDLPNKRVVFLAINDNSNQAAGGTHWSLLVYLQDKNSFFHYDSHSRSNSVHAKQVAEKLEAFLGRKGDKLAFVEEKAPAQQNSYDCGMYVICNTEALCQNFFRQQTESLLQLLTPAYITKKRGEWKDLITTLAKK
CCR6 antagonist: blocks CCL20-driven beta-arrestin recruitment at human CCR6; P51684; CHO-K1 CCR6 PathHunter beta-arrestin, luminescence, CCL20-stimulated; inhibition, % at 20 µM; 0.49% of 340,000 active;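 active = compounds whose inhibition of the agonist-driven luminescence signal at 20 µM reaches about 50%, limit read from the data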;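 note: cells stimulated with CCL20 at 14 nM final; plate controls were DMSO with CCL20 for no effect and DMSO without agonist for full effect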
EBI2 antag: antagonists of human EBI2 receptor; P32249; EBI2 beta-arrestin recruitment, luminescence, 7a,25-OHC stimulated; inhibition, % at 5 µM; 0.81% of 360,000 active; in the data active = inhibition above about 38%;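 note: enzyme fragment complementation signal reports receptor beta-arrestin coupling in cells; 0% = agonist plus DMSO wells and 100% = wells without agonist; some results beyond the cut were filed as inactive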
Target sequence (P32249 whole entry, looked up, the tested form may be a part): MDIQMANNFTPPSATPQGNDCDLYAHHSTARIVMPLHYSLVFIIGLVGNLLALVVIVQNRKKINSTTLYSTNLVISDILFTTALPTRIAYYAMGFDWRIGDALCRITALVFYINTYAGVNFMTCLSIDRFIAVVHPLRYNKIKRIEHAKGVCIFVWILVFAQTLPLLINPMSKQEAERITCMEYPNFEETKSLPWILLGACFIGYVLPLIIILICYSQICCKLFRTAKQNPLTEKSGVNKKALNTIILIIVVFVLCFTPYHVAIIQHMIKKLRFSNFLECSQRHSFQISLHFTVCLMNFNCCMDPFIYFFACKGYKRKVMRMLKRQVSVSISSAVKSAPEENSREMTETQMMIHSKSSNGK
Gli-Sufu antag: antagonists of Gli-Sufu signaling; Sufu-KO-LIGHT fibroblasts, Gli luciferase reporter luminescence; inhibition, % at 5 µM; 0.74% of 340,000 active;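 active = inhibition above about 55%, limit read from the data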;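 note: 0% = DMSO-treated cells and 100% = wells with medium but no cells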
697 NFkB inh: lowers PMA/ionomycin-induced NF-kB signal in 697 B cells. 697 B-cell NF-kB luciferase reporter, 16 h. inhibition, % at 4 µM. 0.33% of 330,000 active; in the data active = inhibition above about 35%
* hit, by the source's call. Cut-off read from the data, not from the text of the source, unless noted: active = inhibition above about 50%; inactive = the rest. A portion of the library; count on the stated rates, not on these rows.

Second line of a record: UBC13 polyUb	Apaf1 inhib	Jurkat NFkB inh	SENP8 inh	CCR6 antagonist	EBI2 antag	Gli-Sufu antag	697 NFkB inh
COc1ccc(/C=N/NC(=O)CCC(=O)Nc2ccccc2)cc1OC
  3	-10	-4	7	5	-1	-2	16
CCCc1c(C)[nH]c2ccccc2c1=O
  8	-2	8	0	4	-13	2	25
COCCN(CC(=O)Nc1cccc(C)c1C)C(=O)Cc1sc(C)nc1-c1ccc(F)cc1
  -2	3	2	-5	3	-1	5	11
O=C(CN1C(=O)CCS(=O)(=O)c2ccccc21)Nc1cccc(F)c1
  8	-1	5	2	-26	0	-12	9
CC1(C)Cc2c(sc(NC(=O)COc3ccccc3)c2C#N)C(C)(C)N1
  -7	0	-12	-8	4	-5	-2	-4
COC(=O)c1ccc(N2C(=O)C3CC(C)=C(C)CC3C2=O)cc1 (stereo not drawn)
  10	-2	11	-1	-5	-2	2	8
CC(=O)N=Cc1c(C)c(C#N)c(=O)n(C)c1O
  -13	44*	8	10	-4	4	-8	5
COc1ccccc1N1CCN(C(=O)c2sc3nc(-c4ccccc4)cn3c2C)CC1
  6	-6	7	2	-3	14	7	-9
Cc1ccc(OCC(=O)N2CCC(Cc3ccccc3)CC2)c([N+](=O)[O-])n1
  0	18	0	-8	0	0	-2	5
Cc1cc(C)c2cc(C#N)c(SCC(=O)NCc3ccco3)nc2c1
  -10	6	23	14	15	8	-12	-25
O=C(NC(=S)NCC1CCCO1)c1cccc([N+](=O)[O-])c1 (stereo not drawn)
  -1	-4	0	-4	8	-3	-3	15
CC(C)c1ccc(COC(=O)CN2C(=O)NC3(CCCCC3C)C2=O)cc1 (stereo not drawn)
  -4	26	-10	0	11	-3	-3	12
COc1cccc(C(C)NC(=O)C2CCCO2)c1 (stereo not drawn)
  0	-28	8	2	2	-12	2	-12
CCC(C)[C@H](NC(=O)[C@@H]1CSC2c3ccccc3C(=O)N21)C(=O)N1CCCCC1 (stereo partly drawn)
  4	-1	3	5	4	13	7	18
COc1ccccc1C(=O)NC(=S)N1CCc2ccccc21
  -12	12	7	-7	16	10	-12	-20
COc1ccc(C(=O)Nc2ccc(N3CCOCC3)cc2)cc1S(=O)(=O)N1CCCC1
  -4	3	-4	2	6	4	3	17
Cc1ccccc1-n1c(SCC(=O)Nc2ccc3c(c2)OCO3)nnc1-c1ccccn1
  -14	19	11	-4	6	-1	-3	-4
O=C1c2ccccc2C(=O)N1CCn1c(=O)oc2ccccc21
  -2	-16	-10	-2	-25	5	21	-7
Cc1ccnc(NS(=O)(=O)c2ccc(CC(C)C)cc2)c1
  3	-1	2	-6	11	3	3	-15
CN1C(=O)N(C)C2(c3ccccc3)NC(=O)NC12c1ccccc1 (stereo not drawn)
  -1	0	1	-1	1	0	17	8
Cc1cc(=O)n2nc(N3CCCC(C(=O)NCc4ccccc4C)C3)sc2n1 (stereo not drawn)
  -10	5	9	0	1	0	3	-8
CC1(C)CC(NC(=O)c2cccc(F)c2)CC(C)(C)N1
  -6	5	-4	-7	-8	-1	8	3
O=C(OCCNc1nc(-c2ccccc2)nc2ccccc12)c1ccncc1
  -13	19	-6	0	17	22	1	-41
COc1ccc(N2CCN(S(=O)(=O)c3ccc4c(c3)NC(=O)CC(=O)N4)CC2)cc1
  2	5	-7	-5	15	0	2	11
Cc1ccc(N(CC(=O)NC2CCCC2)C(=O)CCC(=O)Nc2ccccn2)cc1C
  1	15	7	1	-2	6	2	2
CCCCNC(=O)c1onc(CSc2ccccc2F)c1C(=O)O
  1	4	-2	-2	11	-2	-1	11
Cc1cc(C)c(NC(=O)COC(=O)C2CCC2)c(Cl)c1
  2	2	9	9	-5	-24	-12	15
O=C(CNC(=O)c1ccccc1)NCC(c1ccco1)N1CCCC1 (stereo not drawn)
  -2	1	-13	-13	-2	-22	12	-6
O=C(CCCOc1ccc(Cl)cc1)N1CCCCC1
  2	6	-18	-1	-3	23	-36	-23
CC(C)(C)c1cc(NCCCn2ccnc2)n2ncc(-c3ccccc3)c2n1
  61*	31	-95	-8	13	5	-76	-173

Random excerpt: 4 entries already listed, in no set order.
Second line of a record: UBC13 polyUb	Apaf1 inhib	Jurkat NFkB inh	SENP8 inh	CCR6 antagonist	EBI2 antag	Gli-Sufu antag	697 NFkB inh
CCCCNC(=O)c1onc(CSc2ccccc2F)c1C(=O)O
  1	4	-2	-2	11	-2	-1	11
O=C(OCCNc1nc(-c2ccccc2)nc2ccccc12)c1ccncc1
  -13	19	-6	0	17	22	1	-41
COc1ccc(N2CCN(S(=O)(=O)c3ccc4c(c3)NC(=O)CC(=O)N4)CC2)cc1
  2	5	-7	-5	15	0	2	11
O=C(CNC(=O)c1ccccc1)NCC(c1ccco1)N1CCCC1 (stereo not drawn)
  -2	1	-13	-13	-2	-22	12	-6

(more compounds)
Second line of a record: UBC13 polyUb	Apaf1 inhib	Jurkat NFkB inh	SENP8 inh	CCR6 antagonist	EBI2 antag	Gli-Sufu antag	697 NFkB inh
Cc1ccc(C(C)C)cc1C(=O)CC1(O)C(=O)N(C)c2ccccc21 (stereo not drawn)
  -4	25	4	-5	7	-7	-17	-20
COC(=O)C(Cc1ccccc1)NCC(=O)Nc1cccc(Cl)c1C (stereo not drawn)
  2	8	12	5	11	3	10	1
COc1ccc(CN2C(=O)CS(=O)CC2=O)cc1OC
  0	-8	4	0	5	-5	2	20
O=C(CS(=O)c1cccc(C(F)(F)F)c1)Nc1ccc(Cl)cc1Cl (stereo not drawn)
  3	15	3	-10	-14	3	1	-3
COc1ccc(NC(=O)CSc2ccc3nnc(CCNC(=O)c4ccccc4)n3n2)cc1OC
  -3	-7	-6	0	11	-8	3	-8
CCOc1ccc(-n2c(SCC(=O)Nc3ccc(OC)cc3)nc3sc4c(c3c2=O)CCN(C)C4)cc1
  20	16	9	-1	16	-4	4	-21
C=CCn1c(SC(C)C(N)=O)nc2sc(CC)cc2c1=O (stereo not drawn)
  2	-1	2	-3	4	-14	-11	6
CCCc1cc(=O)[nH]c(SC(C)C(=O)N2c3ccccc3CC2C)n1 (stereo not drawn)
  -14	4	-8	-10	14	0	-7	25
Cc1cc(C)c(NC(=O)CSc2nc3ccc(NC(=O)CSc4nnnn4-c4ccccc4)cc3s2)c(C)c1
  -3	4	8	-3	6	7	2	11
Cc1ccc(O)c(NC(=O)CSc2n[nH]c(C)c2[N+](=O)[O-])c1
  11	3	49	-7	22	6	21	19
O=[N+]([O-])c1c(Nc2cccc(O)c2)cc(Cl)c2nonc12
  -36	0	16	1	104*	93*	-2	-12
CCOc1ccccc1CN1CCCC(C(=O)c2ccc(OC)c(OC)c2)C1 (stereo not drawn)
  0	2	-9	2	7	0	32	-10
CCC1(c2ccccc2)NC(=S)N(c2ccc(C)cc2)N1 (stereo not drawn)
  -11	10	-47	0	11	-8	-20	-87
NC(=O)c1nsnc1-c1ccccc1O
  -3	-7	4	-3	14	2	18	19
COc1ccc(NC(=O)c2cccc(S(=O)(=O)N3CCCCC3)c2)c(OC)c1
  2	5	11	-10	-13	0	-9	-17
COCc1nnc(NC(=O)c2ccco2)s1
  -2	-3	2	-4	-6	-12	3	-1
COc1ccc(N(CC(=O)NCC2CCCO2)S(=O)(=O)c2ccccc2)cc1OC (stereo not drawn)
  6	-5	8	3	-2	-12	0	3
C/C(=N\NC(=O)c1ccn(C)n1)c1ccc(NC(=O)C2CCCC2)cc1
  -2	-11	3	1	-2	-9	2	-10
CCCCOC(=O)C(C)Sc1n[nH]c(=O)[nH]c1=O (stereo not drawn)
  -3	-6	2	5	-4	-3	-5	-1
Cc1cc(=O)[nH]c(SCc2ccc(Cl)cc2Cl)n1
  -5	9	-8	-4	-10	-3	4	-16
CC(=O)Nc1ccc(NC(=O)COC(=O)COc2ccc3ccccc3c2)cc1
  -7	-3	-7	-10	-1	10	-1	-7
CCOc1ccc(CNC(=S)NCc2ccc(OCC)cc2)cc1
  11	18	0	-2	14	25	2	13
O=S(=O)(Nc1ccccc1O)c1cccc2cccnc12
  -2	0	-7	-7	-8	-3	-1	-9
CCCCOc1ccccc1NC(=O)c1ccc(=O)[nH]c1
  8	2	4	-7	4	-6	8	-4
CNCCC=C1c2ccccc2CCc2ccccc21
  5	10	0	-7	9	-6	7	-34
CCN(C[C@H]1N[C@@](CC)(C(=O)OC)[C@H]2C(=O)N(C)C(=O)[C@@H]12)C(=O)c1ccc(C(C)(C)C)cc1
  7	-5	6	6	9	-5	1	0
COCc1cc(C)nc(SCC[N+](C)(C)CC(=O)c2ccc(Br)cc2)c1C#N
  -3	9	-14	-10	0	4	38	-3
COCCNC(=O)CC(=O)N/N=C/c1ccc(C(=O)OC)cc1
  -11	-20	-1	-4	5	3	3	8
CCOC(=O)N1CCC(NS(=O)(=O)c2ccc3c(c2)oc(=O)n3C)CC1
  -1	-10	0	6	9	-1	-1	7
Cc1ccc(NC(=O)CSc2nc3[nH]ncc3c(=O)[nH]2)cc1Cl
  2	-4	-1	10	11	-1	4	10
CCOc1ccc(N/C(SCc2cccc([N+](=O)[O-])c2)=C(/C#N)C(N)=O)cc1
  -2	-2	13	2	0	9	4	19
COc1ccc(NC(=O)CN(C)C(=O)Cn2cnc3c2c(=O)n(C)c(=O)n3C)cc1
  -1	-2	15	0	8	3	1	6
O=C(CN1C(=O)NC2(CCCC2)C1=O)NNC(=O)c1ccccc1
  0	-1	8	-1	5	-8	-8	7
CC(=O)OCC1=C(C(=O)O)N2C(=O)C(NC(=O)COc3ccc(F)cc3)C2SC1 (stereo not drawn)
  -10	3	2	-6	7	-8	-3	-10
N#Cc1cc2ccccc2nc1SCC(=O)NC1CC1
  4	4	-49	-1	15	-18	-17	-7
Cn1cccc1-c1nc2ccc(NC(=O)c3cccs3)cc2[nH]1
  -7	8	-21	-5	-23	-3	-15	-43
Cc1n[nH]c(=O)nc1NCCc1ccccc1
  4	-14	-5	0	5	-21	5	18
NC(=S)n1[nH]c(-c2ccc([N+](=O)[O-])cc2)c(N=Nc2cccc(Cl)c2)c1=O
  -45	16	4	1	40	0	62*	8
COc1ccc(S(=O)(=O)Nc2c(NC3CCCCC3)c3ccccc3oc2=O)cc1
  13	15	-5	0	12	-18	-21	-24
O=C(NNc1ccc(F)cc1F)c1c(F)cccc1Cl
  0	-8	2	6	2	-10	-4	0
C=CCN(C(=O)c1ccccc1)C1CCS(=O)(=O)C1 (stereo not drawn)
  -2	-10	5	3	-2	-1	-12	4
COc1cc(NC(=O)[C@@H]2CCCN(S(=O)(=O)c3cccc4cccnc34)C2)cc(OC)c1OC
  2	5	-6	0	0	-6	-19	17
COC(=O)c1ccc(NC(=O)CCC(=O)c2ccc(F)cc2)cc1
  1	1	-11	-2	3	9	-2	5
Cc1ccc(Cl)cc1N1CCN(S(=O)(=O)c2c(C)[nH]c(C)c2C(=O)N2CCCCC2)CC1
  4	18	8	-1	0	5	20	19
CC(C)C[C@H](NC(=O)N1CC(=O)Nc2ccccc21)C(=O)N[C@@H](Cc1ccccc1)C(=O)O
  -12	3	9	-14	3	1	-5	13
CC1=CCC2([N+](=O)[O-])CN(CC(=O)O)CC1([N+](=O)[O-])C2 (stereo not drawn)
  8	-1	7	0	-5	-7	-2	1
C[n+]1cccc(O)c1SCc1ccccc1
  -20	5	-1	-13	3	-9	26	-3
O=C(CSc1nc2ccccc2o1)Nc1cc(C(F)(F)F)ccc1N1CCOCC1
  10	20	16	-3	2	33	6	-13
COc1ccccc1N1CCN(C(=O)CCC(=O)N2CCN(c3ccc(F)cc3)CC2)CC1
  -11	5	-5	-8	5	-1	8	-1
Cc1ccc(C2=Nc3ccccc3N=C(c3ccco3)C2)c(O)c1
  5	19	-57	-7	-1	6	2	-66
Cc1ccccc1OCc1nc(-c2ccc(Br)o2)no1
  -3	10	-19	-8	7	-1	-21	-13
